Source: PubChem
SUMO HTRF inh = blocks human SUMOylation mediated by UBC9; P63279; HTRF SUMOylation assay, SAE1/SAE2 + UBC9, in vitro; inhibition, % at 35 µM; 290,000 compounds, 0.36% hits; AID 2006; in the data active means inhibition above about 50%, passing the limit was not always enough; further: strong numbers were not always called active
Target sequence (P63279 whole entry, looked up): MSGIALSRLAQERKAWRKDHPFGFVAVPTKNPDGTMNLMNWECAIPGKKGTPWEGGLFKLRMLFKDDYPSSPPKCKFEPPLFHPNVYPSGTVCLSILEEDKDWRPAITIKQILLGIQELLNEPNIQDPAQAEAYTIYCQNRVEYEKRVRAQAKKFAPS
IMP-1 inh = blocks Pseudomonas aeruginosa IMP-1 metallo-beta-lactamase | 290,000 compounds, 0.45% hits | inhibition, % at 5.6 µM | purified IMP-1, nitrocefin hydrolysis, epi-absorbance fluorescence;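 active means inhibition above the mean plus 3 SD of all compounds in the same screening run, cut at about 4.5% in these data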;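 further: 0% = IMP-1 with DMSO and 100% = DMSO wells lacking enzyme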
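System: Purified recombinant IMP-1 metallo-beta-lactamase enzyme | Measured by: Fluorescence quenching readout, ex 480/em 530 nm | Replication: Singlicate | Incubation: 15 min preincubation plus 25 min reaction at 25 °C | Evaluation: Percent inhibition from optical density relative to buffer-blank wells | Benchmarks: DMSO with and without IMP-1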
NS3 helicase inh = HCV NS3 helicase inhibition; 290,000 compounds, 0.56% hits; NS3 helicase DNA unwinding, Cy5 molecular beacon fluorescence; inhibition, % at 10.9 µM;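 active means inhibition above the mean of all tested compounds plus 3 SD, set per campaign, cut at about 35% in these data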;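 further: 0% = DMSO wells and 100% = thioflavine S control wells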
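Compound dosing – single dose, 10.9 µM nominal final, DMSO 0.8% final · System – NS3 helicase fragment of HCV · Buffer or medium – MOPS pH 6.5, MgCl2, DTT, Tween20, BSA · Signal – Cy5 beacon fluorescence read at start and 1 h · Also added – annealed dual-labelled DNA beacon duplex, ATP-started · Schedule – 1 h at 25 °C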
p-CIP stab down = p/CIP protein destabilization; AID 1984; decrease of EGFP signal, % at 10 µM; F442A p/CIP-EGFP cells, EGFP fluorescence, 16 h; 290,000 compounds, 0.01% hits;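 active means EGFP signal decrease of at least 30% at 10 µM or well 3 SD below plate mean, unless failing retest; inactive means the rest, including hits failing retest or dose response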; further: some compounds called inactive have numbers as strong as hits; many of its hits are not listed in these tables
IDE cell activ = activators of human insulin-degrading enzyme in cells. AID 493087. 340,000 compounds, 0.073% hits. activation, % at 5.96 µM. HEK cells, FAbeta-B cleavage, fluorescence polarization; 0% vehicle, 100% cell-free pure enzyme wells. P14735;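 active means activation above the mean of all tested compounds plus 3 SD, set per screening campaign, cut at about 17% in these data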
PHOSPHO1 inh = blocks human PHOSPHO1 phosphatase activity; AID 1565; Q8TCT1; 290,000 compounds, 1.1% hits; inhibition, % at 13.3 µM; recombinant PHOSPHO1, absorbance phosphatase assay; in the data active means inhibition above about 60%
Target sequence (Q8TCT1 whole entry, looked up): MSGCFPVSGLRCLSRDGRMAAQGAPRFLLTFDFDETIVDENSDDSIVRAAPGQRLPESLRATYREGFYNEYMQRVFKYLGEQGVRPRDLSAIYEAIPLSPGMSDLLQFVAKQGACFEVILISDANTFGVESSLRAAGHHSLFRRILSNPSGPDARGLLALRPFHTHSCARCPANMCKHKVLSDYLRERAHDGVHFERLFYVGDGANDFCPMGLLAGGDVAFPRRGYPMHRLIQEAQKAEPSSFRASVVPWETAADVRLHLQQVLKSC
VIM-2 inhibitor = blocks Pseudomonas aeruginosa VIM-2 metallo-beta-lactamase. purified VIM-2, nitrocefin hydrolysis, epi-absorbance fluorescence. AID 1527. 290,000 compounds, 0.89% hits. inhibition, % at 5.6 µM;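 active means inhibition above the mean of all tested compounds plus 3 SD, cutoff set per screening run, cut at about 7.5% in these data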;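 further: red hydrolysis product quenches plate fluorescence so inhibitors raise well fluorescence; 0% = enzyme with DMSO and 100% = DMSO without enzyme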
MEKK3 PB1 HTS = MEKK3-MEK5 PB1 interaction, increase or decrease; Q99759; bead-based flow cytometry, Alexa488-MEK5 binding to MEKK3; actives lie on both sides; 0 = blocked by unlabeled MEK5, 100 = vehicle; binding response (% of control), % at 10 µM; 290,000 compounds, 1.4% hits;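 active means binding response more than 3 SD above or below the average of its plate-row segment, actives on both sides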;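 further: Alexa488 bead fluorescence after subtracting the streptavidin-only scavenger bead signal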
Target sequence (Q99759 whole entry, looked up): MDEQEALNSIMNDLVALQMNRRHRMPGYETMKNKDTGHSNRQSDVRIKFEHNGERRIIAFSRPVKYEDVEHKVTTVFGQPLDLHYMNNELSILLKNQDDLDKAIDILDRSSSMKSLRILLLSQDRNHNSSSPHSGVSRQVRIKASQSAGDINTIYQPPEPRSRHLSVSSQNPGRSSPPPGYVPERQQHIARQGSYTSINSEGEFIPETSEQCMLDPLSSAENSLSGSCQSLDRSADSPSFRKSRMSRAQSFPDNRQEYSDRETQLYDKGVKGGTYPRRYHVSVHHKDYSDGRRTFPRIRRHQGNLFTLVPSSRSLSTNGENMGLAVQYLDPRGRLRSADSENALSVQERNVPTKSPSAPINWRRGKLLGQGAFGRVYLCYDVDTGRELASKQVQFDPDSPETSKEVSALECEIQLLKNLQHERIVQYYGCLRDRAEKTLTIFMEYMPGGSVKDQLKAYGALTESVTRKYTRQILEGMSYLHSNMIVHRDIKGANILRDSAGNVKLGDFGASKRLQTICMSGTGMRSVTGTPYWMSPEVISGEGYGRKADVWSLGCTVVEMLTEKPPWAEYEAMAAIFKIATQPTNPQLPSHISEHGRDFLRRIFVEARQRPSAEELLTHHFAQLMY
DNA FID counter = counter-screen for HCV NS3 helicase inhibitors: DNA intercalator displacement | DNA fluorescent intercalator displacement, fluorescence | inhibition, % at 7.9 µM | 290,000 compounds, 0.17% hits | AID 1845; in the data active means inhibition above about 37%;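 further: 0% = vehicle and 100% = reference compound; higher means more ethidium bromide displaced from hairpin DNA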
Numbers without * were called inactive; . = no result given; & = joins results of further samples.

SMILES	SUMO HTRF inh	IMP-1 inh	NS3 helicase inh	p-CIP stab down	IDE cell activ	PHOSPHO1 inh	VIM-2 inhibitor	MEKK3 PB1 HTS	DNA FID counter
COc1ccc(CNC(=O)C2CCCN(S(=O)(=O)c3ccc4c(c3)CCCN4C(C)=O)C2)cc1 (stereo unspecified)	14	-4.3	-1	-9	5	20	-0.2	100	-39
CCOc1ccc(Br)cc1S(=O)(=O)Nc1ccccc1N1CCOCC1	7	-4.2	-6	19	1	3	-2.2	108	-4
Cc1ccc(C(=O)c2oc3ccccc3c2NC(=O)c2cc(-c3cc(C)ccc3O)n[nH]2)cc1	28	-1.1	26	0	11	-5	0.5	90	-6
Cc1nn(C(C)CC(=O)O)c(C)c1C (stereo unspecified)	18	-3.9	-3	-4	6	2	-3.4	105	1
COC(=O)c1c(NC(=O)C2CC=CCC2C(=O)O)sc(C(N)=O)c1C (stereo unspecified)	13	1.0	4	-8	0	12	1.2	.	-13
CCn1c(=O)n(CC(=O)NCC2CCCO2)c(=O)c2c3c(sc21)COC(C)(C)C3 (stereo unspecified)	-1	-1.2	24	-3	3	-1	-2.2	95	-24
COc1cccc(NC(=O)c2cncs2)c1	-4	-2.0	-8	-3	-1	16	-0.1	104	-2
CCc1ccc2nc3sc(C(=O)N4CCc5ccccc54)c(N)c3cc2c1	6	-5.0	19	9	.	-10	-2.4	103	-8
COc1cc(/C=N/NC(=O)c2cc(-c3ccccc3OC(C)C)nc3ccccc23)ccc1O	-18	-1.8	-8	14	3	0	-2.2	96	-17
Cn1c(NC(=O)CCc2ccccc2)cc(=O)n(C)c1=O	5	-4.0	-7	-1	7	-9	2.3	105	-2
CCOC(=O)c1c(C)[nH]c(C)c1C(=O)COC(=O)CCOc1ccccc1OC	15	-2.5	1	-2	4	12	-0.6	105	-10
CCS(=O)(=O)N1Cc2ccccc2CC1C(=O)Nc1nccs1 (stereo unspecified)	-7	-5.1	-8	12	1	0	-2.4	125	-6
C=CCNc1nnc(Cl)c2ccccc12	-11	-0.5	-2	6	3	-10	1.2	107	-2
COc1ccc(CCNC(=O)C(=O)NCC2OCCN2S(=O)(=O)c2ccc(F)cc2)cc1OC (stereo unspecified)	12	-0.7	7	-12	0	5	0.1	98	-32
CCOc1ncccc1C(=O)OCC(=O)Nc1c(C)cccc1C	12	-3.0	-3	-1	4	6	-1.2	.	-5
CC(C)CCNc1nc2c(c(=O)[nH]c(=O)n2C)n1CC(O)COC(C)C (stereo unspecified)	10	-0.8	10	-8	0	7	-2.6	93	-24
CCn1nc(C)c(NC(=O)/C=C/c2cnn(C)c2C)c1C	26	3.0	27	-7	2	16	-3.0	106	-2
CC(=O)Nc1ccc(NC(=O)C2c3ccccc3Oc3ccccc32)cc1	12	-3.1	5	8	1	40	-2.9	93	-3
CC(NC(=O)COc1ccccc1)C(c1ccccc1)N1CCN(C)CC1 (stereo unspecified)	0	-4.7	-11	-12	0	17	-2.4	112	6
Cc1cc(C)n2c(SCC(=O)NCc3ccco3)nnc2n1	25	-2.8	-6	7	2	21	-1.4	105	-2
CCCN(CC(=O)Nc1ccccc1C)C(=O)COc1ccc2c(c1)CCC2	-2	-4.7	-14	1	0	24	-3.4	106	-29
COc1cc2ncnc(Nc3ccc4c(c3)OCO4)c2cc1OC	19	-0.7	-13	-10	0	18	0.9	98	0
COC(=O)c1sc2ccccc2c1C(=O)OC	7	-2.8	4	5	8	2	-2.8	105	-3
Cc1[nH]c2ccccc2c1/C=N/Nc1nc(Nc2ccc(F)cc2)nc(N2CCOCC2)n1	-27	-3.5	-82	-18	-6	29	-3.4	106	-15
CC1(C)[C@@H](O)CC[C@]2(C)C3C(O)C=C4[C@H]5C[C@@](C)(CO)CC[C@]5(C)CC[C@]4(C)[C@]3(C)CC[C@@H]12 (stereo partly specified)	-12	.	.	3	0	9	.	106	.
COc1ccc(S(=O)(=O)N2CCSC2c2ccccc2)cc1 (stereo unspecified)	-14	-2.7	3	8	-2	44	-1.9	102	-4
Cc1ccc(OCCC(=O)OCC(=O)Nc2ccccc2)cc1	2	-2.0	3	5	6	52	-3.2	98	-13
CN1CCN(c2nc3c(c(=O)n(C)c(=O)n3C)n2Cc2cccc(Br)c2)CC1	3	-1.2	17	2	-1	-6	-0.6	101	-7
Cc1cccc(CNc2ncc(-c3cccc([N+](=O)[O-])c3)n2C)c1	-4	-3.3	0	0	-4	-7	-3.8	100	13
COC(=O)c1cc(NC(=O)CN2CCN(C(C)=O)CC2)cc(C(=O)OC)c1	1	-2.1	1	-11	3	-16	-0.9	97	-8

Reprinted at random: 4 compounds from above
SMILES	SUMO HTRF inh	IMP-1 inh	NS3 helicase inh	p-CIP stab down	IDE cell activ	PHOSPHO1 inh	VIM-2 inhibitor	MEKK3 PB1 HTS	DNA FID counter
CN1CCN(c2nc3c(c(=O)n(C)c(=O)n3C)n2Cc2cccc(Br)c2)CC1	3	-1.2	17	2	-1	-6	-0.6	101	-7
Cc1ccc(OCCC(=O)OCC(=O)Nc2ccccc2)cc1	2	-2.0	3	5	6	52	-3.2	98	-13
CC(C)CCNc1nc2c(c(=O)[nH]c(=O)n2C)n1CC(O)COC(C)C (stereo unspecified)	10	-0.8	10	-8	0	7	-2.6	93	-24
Cc1cc(C)n2c(SCC(=O)NCc3ccco3)nnc2n1	25	-2.8	-6	7	2	21	-1.4	105	-2

More structures.
SMILES	SUMO HTRF inh	IMP-1 inh	NS3 helicase inh	p-CIP stab down	IDE cell activ	PHOSPHO1 inh	VIM-2 inhibitor	MEKK3 PB1 HTS	DNA FID counter
CC(C)(C)NC(=S)NCc1ccc2c(c1)OCO2	-1	-2.6	3	-5	3	4	2.7	100	2
Cc1ccc(-n2c(SCc3nc4ccccc4[nH]3)nnc2-c2ccncc2)cc1	10	-4.6	-3	-12	2	-23	-2.4	101	-28
CCNC(=O)NC1(C(=O)N2CCC(Cc3ccccc3)CC2)CCCCC1	-12	0.2	0	2	5	8	1.2	104	-38
O=C(COC(=O)c1c2c(nc3ccccc13)/C(=C\c1cccs1)CCC2)Nc1ccccc1Cl	24	-3.1	33	-10	3	-5	-4.8	106	-10
Cc1ccc(-c2nnn(CC(=O)N(CC(=O)NC3CCCCC3)c3ccc(F)c(Cl)c3)n2)o1	14	-4.6	12	-1	2	-5	-4.3	105	-2
Cc1c(NS(=O)(=O)c2ccc3[nH]c(=O)[nH]c3c2)c(=O)n(-c2ccccc2)n1C	11	-2.7	4	-3	-4	-2	-0.7	100	-1
COC(=O)c1oc2c(c1C)C(=O)CC(C)(C)C2	2	-1.9	7	1	5	29	-2.5	102	-1
COc1ccc(Cl)cc1C(=O)NCc1cnn(C)c1C	9	-3.2	-1	-9	-1	-1	-1.1	114	0
Cc1cnccc1CN(C)Cc1cn(C)nc1-c1ccc(Oc2ccccc2)cc1	2	-3.2	-31	-16	3	32	-2.3	94	-2
CN(C)CCC(c1ccc(Br)cc1)c1ccccn1 (stereo unspecified)	0	-2.8	-6	-1	-2&1&3	-1	-2.7	92	4
CCOC(=O)COc1ccc2c(c1)C(=O)CC1(CCCCC1)O2	24	-2.6	1	1	-1	-21	-2.8	101	-21
COc1cccc(-c2nc(CS(=O)(=O)CC(=O)NCCCN3CCN(C)CC3)c(C)o2)c1	18	-1.3	-5	-2	6	4	-0.1	104	8
COC(=O)CSc1nc(-c2cccs2)ccc1C#N	20	3.6	13	-26	1	6	0.8	95	-11
Cc1nnc(SCc2ccc(F)cc2)n1NC/C=C/c1ccccc1	3	-2.4	-5	2	3	-19	-1.9	97	-31
C=CCN1C=CC=C/C1=C1\SC(=S)N(C)C1=O	3	-0.9	14	6	.	4	1.1	93	1
CCCC(=O)Nc1ccc(C(=O)NCC(=O)OCC)cc1	6	-5.9	1	-8	-2	10	-2.3	96	-5
Oc1ccccc1N1CCN(CC(O)COC2CCCc3ccccc32)CC1 (stereo unspecified)	-5	-4.4	-35	0	5	37	0.2	106	6
COC(=O)c1cc2ccccc2n1S(=O)(=O)c1ccccc1	-13	-2.8	-2	-8	1	23	-1.0	99	-11
COc1cccc(C(C(=O)NC2CCCC2)N(CCC(C)C)C(=O)CCC(=O)Nc2cc(C)on2)c1 (stereo unspecified)	-35	-2.7	7	12	8	14	-3.2	104	-40
Cc1ccccc1NC(=O)CCS(=O)(=O)c1ccc(Br)s1	14	1.6	5	-5	-1	36	-0.5	102	-7
COc1ccc(C2NC(=O)NC(C)=C2C(=O)OC2CCCCC2)cc1OC (stereo unspecified)	7	-3.7	-5	3	-11	28	-0.4	103	-31
Cc1cc(-c2cccnc2)c(C#N)c(SCc2cccc(F)c2)n1	-44	-3.2	8	5	-11	18	0.6	101	-10
COc1ccc2nc(SCC(=O)Nc3nonc3C)[nH]c2c1	6	-2.2	-5	-14	6	43	-0.4	96	0
COc1ccc(-n2c(C)n[nH]c2=O)cc1	-6	-2.3	-2	-8	8	12	-0.3	100	-4
Cc1cccc(C)c1NC(=O)CNC(=O)C(NC(=O)c1ccc(C(C)(C)C)cc1)C(C)C (stereo unspecified)	-1	-1.7	3	1	7	9	-2.2	104	-5
CC(C)(C)c1cc(P(=O)(c2ccccc2)c2ccccc2)ccc1O	24	-3.0	1	-1	3	3	-3.8	100	-40
COc1ccc(OC)c(NC(=O)CSc2nc3ccccc3c3nc4ccccc4n23)c1	20	-4.7	9	-8	.	-1	-1.0	101	2
Cn1cc(CCC(=O)N2CCCC(N3CCN(c4ccccc4F)CC3)C2)cn1 (stereo unspecified)	-6	-4.7	3	-14	2	55	-1.7	100	-16
CCC1Oc2ccccc2N(CC(=O)NCCCN2CCN(Cc3ccccc3)CC2)C1=O (stereo unspecified)	18	-3.5	-6	-3	2	16	-2.6	99	10
CC(=O)c1cccc(NC(=O)C23CC4CC(C2)CC(n2cncn2)(C4)C3)c1	-15	-1.4	-6	-1	4	0	-5.2	87	-11
COCCNC(=O)C(OC(=O)CC1Sc2ccccc2NC1=O)c1ccccc1 (stereo unspecified)	4	-3.9	3	-35	1	11	-3.5	107	-29
CN(C)S(=O)(=O)c1ccc(C(=O)Nc2nnc(-c3ccco3)o2)cc1	10	-2.9	2	16	4	14	-1.3	103	-16
CCc1cc(=O)oc2cc(OCC(=O)NCC3CCC(C(=O)O)CC3)ccc12 (stereo unspecified)	8	-2.8	-5	-7	2	24	-1.8	101	-17
CCOc1cc(C(=O)Nc2cc(=O)n(C)c(=O)n2C)cc(OCC)c1OCC	36	-3.2	0	-7	2	-39	-2.5	101	-13
CCCc1ccc(NS(=O)(=O)c2c(C)oc(C)c2C(=O)OC)cc1	16	-2.6	-10	-8	5	18	-1.6	103	-27
Cc1cccc(C)c1OCCN1CCOCC1	7	0.4	-3	-1	-1	24	-0.8	107	5
CN1/C(=C/C2CC(=O)NC2=O)C(C)(C)c2ccccc21 (stereo unspecified)	0	-2.0	1	-3	2	26	-3.6	104	1
CCS(=O)(=O)N1CCN(c2ccc(C(=O)N3CCOCC3)cc2[N+](=O)[O-])CC1	-9	-3.7	13	-13	11	24	-5.2	100	-7

These rows are one share of the data; the hit share may differ from the screen's.
